CYP2C9 inhib – inhibitors of human CYP2C9; hit rate 20% among 96,000; inhibition, % at 5 µM; P11712; CYP2C9 Supersomes, luciferin-H conversion, luminescence;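 active = blocking of liver enzyme CYP2C9 beyond about 50% at 5 µM, limit read from the data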; also: values of inactives mirror those of a sister screen read the other way
PLAP act – human PLAP activation | P05187 | purified PLAP enzyme, luminescent substrate read-out; active compounds read high | activation fold at 20 µM | hit rate 1.2% among 96,000 | AID 696; in the data active = activation fold above about 2
PTK2B oligo ant – Pyk2 (human) oligomerization antagonism; z-score (the deposit names both 25 µM and 10 µM); hit rate 0.83% among 99,000; Q293 cells, Pyk2 FERM NanoBiT luminescence; active compounds read low; Q14289; AID 1347419;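 active = Z-score of -3 or lower, scaled per plate to the spread of control and sample wells; inactive = z-score above -3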;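 also: negative z-score means lost luminescence so less FERM oligomerization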
CYP2C19 activ – activators of human cytochrome P450 2C19; 96,000 tested, under 10 active; activation factor at 5 µM; P33261; recombinant CYP2C19, luciferin-H EGE luminescence; active compounds read high; 0 = fully inhibited enzyme, 1 = untreated enzyme;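 active = activation factor of at least 2 at 5 µM in the primary screen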;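 also: 0 = wells with 2.5 mM tranylcypromine and 1 = vehicle-only wells; values of inactives mirror those of a sister screen read the other way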
CYP2C9 act – increases human cytochrome P450 2C9 activity. P11712. recombinant CYP2C9, luciferin-H conversion, luminescence; active compounds read high; factor 1 = untreated enzyme, 0 = blocked. activation factor at 5 µM. hit rate 1.4% among 96,000;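 active = activation factor of 2 or more for CYP2C9 at a 5 µM dose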;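 also: 0 = sulfaphenazole-blocked wells and 1 = vehicle-only wells; values of inactives mirror those of a sister screen read the other way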
PostGolgi yeast – growth inhibition of a yeast mutant, post-Golgi transport screen; AID 739; post-Golgi transport phenotypic cell assay; hit rate 0.9% among 98,000; inhibition, % at 10 µM; in the data active = inhibition above about 30%;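 also: yeast cells grown in 1536-well plates; yeast grown about 18 h at 30C before absorbance read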
CYP2C19 inh – inhibitors of human CYP2C19; P33261; CYP2C19 Supersomes, luciferin-H EGE luminescence, 30 min; inhibition, % at 5 µM; hit rate 21% among 96,000;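 active = CYP2C19 inhibition above a set limit at 5 µM in the primary screen, cut at about 50% in these data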;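 also: plate controls were negative control wells for no effect and 2.5 mM tranylcypromine positive control for full effect; values of inactives mirror those of a sister screen read the other way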
EphB4 antag – blocks human EphB4 binding to ephrin-B2; P54760; EphB4 LBD / TNYL-RAW-Alexa532 peptide, fluorescence polarization; inhibition, % at 7 µM; hit rate 0.15% among 97,000;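 active = inhibition above the screen-wide mean inhibition plus 3 SD, cut at about 15% in these data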;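 also: 0% = DMSO wells and 100% = excess unlabeled TNYL-RAW peptide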
Target sequence (P54760 whole entry, looked up, the tested form may be a part): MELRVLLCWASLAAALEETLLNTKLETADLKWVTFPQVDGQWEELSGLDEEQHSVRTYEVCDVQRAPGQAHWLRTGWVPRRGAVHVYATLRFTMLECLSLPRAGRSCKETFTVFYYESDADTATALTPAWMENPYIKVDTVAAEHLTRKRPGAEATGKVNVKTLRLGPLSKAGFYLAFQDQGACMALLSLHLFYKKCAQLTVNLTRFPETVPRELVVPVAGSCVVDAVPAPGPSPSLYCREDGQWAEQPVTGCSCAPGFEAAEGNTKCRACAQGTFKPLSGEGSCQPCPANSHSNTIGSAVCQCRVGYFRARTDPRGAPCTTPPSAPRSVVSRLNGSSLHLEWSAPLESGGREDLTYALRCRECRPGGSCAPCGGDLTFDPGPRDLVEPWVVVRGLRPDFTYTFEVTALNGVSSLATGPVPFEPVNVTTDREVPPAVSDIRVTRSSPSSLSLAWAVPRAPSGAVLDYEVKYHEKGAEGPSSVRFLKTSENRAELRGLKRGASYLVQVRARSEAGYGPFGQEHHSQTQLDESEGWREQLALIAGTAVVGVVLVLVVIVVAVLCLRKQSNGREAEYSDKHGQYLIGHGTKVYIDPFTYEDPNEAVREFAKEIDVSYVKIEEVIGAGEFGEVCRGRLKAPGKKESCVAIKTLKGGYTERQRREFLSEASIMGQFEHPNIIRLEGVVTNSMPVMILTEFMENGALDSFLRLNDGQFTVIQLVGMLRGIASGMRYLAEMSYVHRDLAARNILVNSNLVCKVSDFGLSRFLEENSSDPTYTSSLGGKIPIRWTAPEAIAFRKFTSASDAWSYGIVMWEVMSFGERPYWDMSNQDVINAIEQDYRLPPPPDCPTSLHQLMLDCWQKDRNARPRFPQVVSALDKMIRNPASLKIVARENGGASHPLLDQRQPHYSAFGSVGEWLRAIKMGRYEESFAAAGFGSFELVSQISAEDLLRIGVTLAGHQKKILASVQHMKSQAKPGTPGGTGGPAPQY
Ecoli WT expand – E. coli BW25113 growth inhibition, expanded screen; OD600 absorbance; growth inhibition, % at 100 µM; hit rate 0.15% among 98,000; AID 710;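 active = growth inhibition above about 50% at one test dose, limit read from the data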;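 also: growth measured after 20 h incubation at 37 °C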
An asterisk follows results filed as active; / = no result given.

SMILES	CYP2C9 inhib	PLAP act	PTK2B oligo ant	CYP2C19 activ	CYP2C9 act	PostGolgi yeast	CYP2C19 inh	EphB4 antag	Ecoli WT expand
COCc1cc(=O)[nH]c(SCC(=O)Nc2ccccc2)n1	24	1	1.4	0.9	0.8	-10	11	2	0
COc1ccc(C2C(=O)N(C3CCCCC3)CC(=O)N2Cc2ccco2)cc1 (stereo not drawn)	14	1.1	0.32	0.8	0.9	-6	20	2	2
CCN1CCN(CCNC(=O)c2ccc(CS(=O)(=O)c3ccccc3C)o2)CC1	-5	1.6	0.61	1.2	1	-8	-15	/	1
CCOc1ccccc1C(=O)N1CCN(C(c2ccccc2)c2ccccc2)CC1	6	1	0.05	0.9	0.9	7	12	-3	10
COc1ccc(C(=O)N(CN2CCCC2=O)c2ccccc2OC)cc1OC	-1	1.1	0.63	1	1	-7	0	-6	-4
CCC(C)NC(=O)CSc1nc(-c2cccs2)cc(C(F)(F)F)n1 (stereo not drawn)	88*	1	-1.2	0	0.1	-9	97*	7	-5
O=C(NCc1ccoc1)c1ccc(NC(=O)c2ccccc2Cl)cc1	14	0.7	1.3	0.9	0.9	-7	6	-3	-2
COc1ccc(C(=O)N(Cc2ccco2)Cc2cccs2)c(O)c1	95*	1.2	-0.41	0.1	0	-32	88*	-10	14
CCOC(=O)N1CCN(C(c2ccc(F)cc2)c2sc3nc(C)nn3c2O)CC1 (stereo not drawn)	-4	1.5	/	0.9	1	-9	8	/	3
CCC(C)N(NC(C)=O)c1nc(Cl)nc(NC(C)(C)C)n1 (stereo not drawn)	20	1.1	-0.47	0.9	0.8	3	7	-4	-2
COc1ccc(OC)c(NC(=O)c2ccc(CN3CCOCC3)cc2)c1	-96	1.6	1.9	0.8	2*	9	21	/	-1
COc1ccc2c(c1)CCc1c(C(=O)NCc3ccco3)noc1-2	-41	0.8	-0.22	0.4	1.4	-2	62*	/	-6
CCn1c(=N)n(CC(=O)OC)c2ccccc21	4	1.1	-0.72	1	1	0	4	1	-9
CCn1c(SCC(=O)Nc2cc3oc4ccccc4c3cc2OC)nnc1-c1cccs1	55*	1	-2.2	0.6	0.4	0	41	-5	-10
Nc1cccnc1Sc1cc(Cl)c(Cl)cc1Cl	14	1	-0.01	0.8	0.9	15	15	3	-4
Cn1c(=O)c2c(nc(CN3CCC(C(N)=O)CC3)n2Cc2c(F)cccc2Cl)n(C)c1=O	31	1.6	0.24	1	0.7	4	3	-6	0
COC(=O)c1cc2oc3ccccc3c2n1CC(=O)Nc1ccccc1OC	14	0.8	0.1	0.9	0.9	7	14	-1	-18
CCn1cc(C(=O)NCc2ccc3c(c2)OCO3)c(=O)c2cc(F)c(N3CCN(C(=O)c4ccco4)CC3)cc21	58*	1.7	-2.2	0.8	0.4	-7	23	2	73*
Nc1c(C(=O)NCCN2CCOCC2)c2nc3ccccc3nc2n1CCc1ccccc1	49	1.3	-2.1	0.8	0.5	8	22	8	17
c1cc2ccc3ccc(-n4cnnn4)c4ccc(c1)c2c34	-35	1.2	0.63	0.6	1.4	-7	42	-1	0
CCc1c(C)sc(NC(=O)C2CCCCC2C(=O)O)c1C(N)=O (stereo not drawn)	33	1.6	1.7	1	0.7	1	1	-7	0
O=C(Cc1ccc(Cl)cc1)Nc1ccccc1N1CCOCC1	41	0.9	0.28	0.2	0.6	11	84*	10	0
COc1ccc(-c2nc(C#N)c(NCCc3ccccc3)o2)cc1	/	/	-1.3	/	/	1	/	0	-15
CC(=O)Nc1ccc(S(=O)(=O)N2CCNC(=O)CC2)cc1	0	0.9	1.1	1.1	1	-3	-9	6	0
CCCn1c(SCC(=O)N2CCCc3ccccc32)nnc1-c1ccco1	0	0.9	-0.79	0.5	1	-7	52*	10	-3
Cc1noc(C)c1COC(=O)c1ccc2ccccc2n1	18	1.2	1.1	0.9	0.8	-1	6	1	0
O=C(NCc1ccccc1Cl)C1CCCN(S(=O)(=O)c2cnc[nH]2)C1 (stereo not drawn)	92*	1.2	/	0	0.1	-3	96*	-4	2
COc1ccc(-n2c(Cn3c(=O)sc4ccccc43)nnc2SCC(=O)N2CCCC2)cc1	28	1.5	/	1	0.7	-3	-4	8	5
CCOCC(=O)Nc1nnc(COc2ccc(Cl)cc2)s1	17	1	0.24	0.8	0.8	3	24	-4	-3
CCCn1ncc(OC)c(Cl)c1=O	-14	1	2.3	1	1.1	3	4	10	-1
O=C(c1ccco1)N1CCN(C(=O)C2CCCN(S(=O)(=O)c3cccc4nsnc34)C2)CC1 (stereo not drawn)	13	1.1	-0.26	1	0.9	-3	2	0	5
CCN(CC)CCNC(=O)c1nn(-c2ccc(C)cc2)c(=O)c2c1c1ccccc1n2C	-15	1.6	0.37	1	1.1	14	0	/	-5
C=CCn1c(SCc2ccc3nonc3c2)nnc1-c1cccs1	76*	1.2	-1.2	0	0.2	-6	99*	2	0
COc1cc(C)c(Cl)cc1S(=O)(=O)NCCCN1CCOCC1	-32	1.1	-1.1	0.3	1.3	-3	66*	0	-8
CCOC(=O)c1cc(=O)n2nc(-c3ccccc3F)nc2s1	-4	0.8	0.13	0.9	1	0	12	5	3
O=C(CCCCCN1C(=O)c2ccccc2C1=O)NCCc1nc2ccccc2[nH]1	91*	1.6	-0.87	0.1	0.1	-7	95*	1	0
COc1ccc(-c2cc(-c3ccccc3)nc(-c3ccc4c(c3)NC(=O)CO4)c2)cc1	33	1.4	1.5	0.9	0.7	-4	8	-4	-2
CCOc1ccc(CCNC(=O)c2cccnc2N2CCCC2)cc1OCC	/	/	0.35	/	/	2	/	-1	-2
COC(=O)C(C)Sc1nc2c(c(=O)n1-c1ccccc1)SCC2 (stereo not drawn)	69*	1.3	0.56	0.1	0.3	-1	89*	/	-3
O=C(CCCn1c(=S)[nH]c2ccccc2c1=O)N1CCCCC1	34	1.4	0.06	0.2	0.7	-3	81*	4	10
O=C(CC1C(=O)OCN1C(=O)OCc1ccccc1)OCC(=O)c1ccccc1 (stereo not drawn)	25	1	-0.22	0.7	0.8	1	28	5	1
c1csc(C(c2nnnn2C2CCCC2)N2CCCC3(CCCCC3)C2)c1 (stereo not drawn)	56*	1.1	0.55	0.9	0.4	-11	14	0	-7
Cc1ccc2nc(SCc3ccc([N+](=O)[O-])cc3)[nH]c2c1	/	1.2	-0.83	/	/	0	/	7	24
Nc1c(C(=O)c2ccccc2)sc2snc(SCC(=O)c3ccccc3)c12	83*	1	0.59	0.7	0.2	0	26	2	-14
CC1CCCCN1CCNC(=O)CN1C(=O)COc2ccccc21 (stereo not drawn)	-8	1	1.4	1.1	1.1	0	-8	5	1
CCCC1(C(=O)O)NC(c2cccc(OC)c2O)C2C(=O)N(c3ccccc3)C(=O)C21 (stereo not drawn)	-10	1.2	/	1	1.1	1	-4	-2	5
O=C(Cc1ccc(Cl)cc1)NCCN1CCCC1	-10	0.8	0.36	1	1.1	-1	-2	-6	-1
Cc1ccc(NN2C(=O)C=C(c3ccc(Cl)cc3)C2=O)cc1	56*	0.7	-0.33	1	0.4	106*	-5	0	3
CCOC(=O)C1CCCN(CCC(=O)Nc2cccc(F)c2)C1 (stereo not drawn)	28	1	0.41	0.7	0.7	3	25	-1	13
O=C(c1cccc(Cl)c1)N1CCCC(c2ccc(Cl)cc2)=N1	48	1.1	-0.04	0.4	0.5	-4	62*	-3	-13

Entries of single compounds, quoted from the list. Screens in order: CYP2C9 inhib | PLAP act | PTK2B oligo ant | CYP2C19 activ | CYP2C9 act | PostGolgi yeast | CYP2C19 inh | EphB4 antag | Ecoli WT expand
COc1ccc2c(c1)CCc1c(C(=O)NCc3ccco3)noc1-2 is listed as -41 | 0.8 | -0.22 | 0.4 | 1.4 | -2 | 62* | / | -6
COc1ccc(OC)c(NC(=O)c2ccc(CN3CCOCC3)cc2)c1 is listed as -96 | 1.6 | 1.9 | 0.8 | 2* | 9 | 21 | / | -1
COc1ccc(-c2cc(-c3ccccc3)nc(-c3ccc4c(c3)NC(=O)CO4)c2)cc1 is listed as 33 | 1.4 | 1.5 | 0.9 | 0.7 | -4 | 8 | -4 | -2
CCOC(=O)N1CCN(C(c2ccc(F)cc2)c2sc3nc(C)nn3c2O)CC1 (stereo not drawn) is listed as -4 | 1.5 | / | 0.9 | 1 | -9 | 8 | / | 3

Going on with the list.
SMILES	CYP2C9 inhib	PLAP act	PTK2B oligo ant	CYP2C19 activ	CYP2C9 act	PostGolgi yeast	CYP2C19 inh	EphB4 antag	Ecoli WT expand
O=C(CCCc1ccccc1)N1CCN(c2ccc([N+](=O)[O-])cc2)CC1	17	0.7	1.1	0.9	0.8	3	6	4	8
C=CCSC1=C(C#N)C(c2ccc(OCC)cc2)CC(=O)N1 (stereo not drawn)	65*	1	/	0.2	0.4	-13	82*	0	-7
O=C1c2ccccc2C2NC(=O)C3(CCCCC3)N12 (stereo not drawn)	34	1	-0.17	0.8	0.7	3	21	/	0
COC(=O)c1cc(OC)c(OC)cc1NC(=O)CSc1ccc(C)cc1	21	1	-1.1	0.7	0.8	-1	30	3	-6
COc1cc(OC)cc(-c2nnc(Sc3ccc(C=O)cc3[N+](=O)[O-])o2)c1	29	1.1	/	0.8	0.7	-4	20	-3	-3
O=C(CN1CCN(c2ccccc2F)CC1)Nc1ccccc1F	80*	1.6	1	0.1	0.2	-3	88*	-7	-2
Cc1ccc(S(=O)(=O)N2CCOCC2)cc1NC(=O)Cn1ccsc1=N	-10	1.1	1.1	1.1	1.1	3	-14	1	0
O=C(Nc1cc(C(F)(F)F)ccc1N1CCCC1)c1ccc2c(c1)OCO2	77*	0.9	-1.4	0.3	0.2	-4	69*	4	6
CCOC(=O)c1cc(C)n(Cc2ccccc2)c1C	50*	1	-1.3	0.3	0.5	7	65*	-2	1
CCCN1/C(=C(/C#N)C2=NS(=O)(=O)c3ccccc32)N(C)c2ccccc21	0	1.1	0.27	0.9	1	2	15	0	-1
C=CCn1c(SCC(=O)Nc2ccc3c(c2)OCO3)nnc1-c1ccccc1	52*	0.9	-0.33	0.5	0.5	3	54*	4	0
FC(F)(F)c1nnc2sc(-c3ccco3)nn12	-2	1.1	0.51	0.9	1	-1	10	1	4
C[C@@H](Nc1nc(-c2ccccc2)nc2c1oc1ccccc12)C(=O)O	11	1.1	1.5	1	0.9	-8	2	-7	-10
CC(C)(C)n1nnnc1C(c1cc2cc3c(cc2[nH]c1=O)OCCO3)N1CCSCC1 (stereo not drawn)	-3	1.2	-0.3	1.1	1	2	-8	4	0
COCC(C)NCc1cccc(C)c1 (stereo not drawn)	-10	1.1	0.11	0.9	1.1	-10	15	1	-9
N#Cc1cccc(CSc2nnc(CCCO)n2-c2ccccc2)c1	12	0.9	-0.38	0.9	0.9	7	8	-2	7
Nc1nc(Sc2ccc(C(F)(F)F)cc2[N+](=O)[O-])n[nH]1	32	2*	0.13	0.7	0.7	3	34	1	13
Cc1ccc(O)c(-c2cc3ccccc3[nH]2)c1	80*	1.3	-1.2	0.5	0.2	1	54*	-8	45
Cc1ccc(N(C(C)C(=O)Nc2ccccc2C(=O)N2CCOCC2)S(C)(=O)=O)cc1C (stereo not drawn)	17	0.9	1.2	0.8	0.8	-3	20	0	0
CCOC(=O)c1cc(OC(=O)c2cccc([N+](=O)[O-])c2)n(-c2ccccc2)n1	46	1.2	-1.3	0.9	0.5	-5	8	-6	3
Cc1nc(SCC(=O)c2cc3ccccc3oc2=O)c(C#N)c(C)c1C(=O)Nc1ccccc1	51*	0.8	/	0.7	0.5	-3	30	5	1
CCOc1ccc(C(=O)NCc2ccncc2)cc1OCC	49	1.1	0.72	0.6	0.5	1	40	5	4
O=C(CCN1C(=O)CSC1=O)Nc1ccccc1	-11	1	-1	1	1.1	16	-5	2	-1
O=C(c1ccco1)N1CCC(c2nc(-c3ccccc3Cl)no2)CC1	57*	1.4	0.65	0.5	0.4	5	50	-5	4
COc1ccc(-c2nnc(SCC(=O)NC(=O)NCc3ccccc3)o2)cc1	-95	0.9	0.11	0.6	1.9	-3	42	5	-5
N#Cc1cc2c(nc1SCC1COc3ccccc3O1)CCC2 (stereo not drawn)	34	0.9	-1.5	0.8	0.7	-6	23	3	-9
